# CRFR2-BP ag – CRF-BP/CRF-R2 complex agonism; HEK293 CRF-R2/CRF-BP, calcium dye fluorescence (FLIPR); percent of saturating CRF peptide response; activation, % at 13.2 µM; 350,000 compounds, 0.46% hits; AID 588473;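 active = activation of at least 50%, plus an integration ratio under a set limit after plate pattern correction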;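 also: plate controls were neutral control wells without compound for no effect and CRF at EC100 for full effect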
# CHRM4 PAM – potentiates acetylcholine response at human M4 receptor; 360,000 compounds, 0.4% hits; AID 624126; CHO-K1 hM4/Gqi5, Fluo-8 calcium fluorescence, ACh EC20; 0% = ACh EC20, 100% = maximal ACh; P08173; activation, % at 3 µM;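 active = activation above its plate's cutoff, the mean activation of sample wells plus 3 SD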; also: some results filed as inactive read as strong as hits
# Target sequence (P08173 whole entry, looked up): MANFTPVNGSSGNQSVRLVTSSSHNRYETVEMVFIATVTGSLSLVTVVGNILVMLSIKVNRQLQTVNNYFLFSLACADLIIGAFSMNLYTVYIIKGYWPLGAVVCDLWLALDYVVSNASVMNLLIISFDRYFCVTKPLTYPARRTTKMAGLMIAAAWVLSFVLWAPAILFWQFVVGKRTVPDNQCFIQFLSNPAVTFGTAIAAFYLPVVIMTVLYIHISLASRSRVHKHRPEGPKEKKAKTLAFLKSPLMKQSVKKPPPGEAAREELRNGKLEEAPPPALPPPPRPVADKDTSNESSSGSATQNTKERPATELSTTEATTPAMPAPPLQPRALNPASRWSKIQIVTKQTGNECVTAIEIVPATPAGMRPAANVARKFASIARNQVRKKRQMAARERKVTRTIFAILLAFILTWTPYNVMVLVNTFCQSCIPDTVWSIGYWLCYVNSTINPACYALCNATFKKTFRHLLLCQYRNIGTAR
# CHRM5 PAM – positive allosteric modulators of human muscarinic M5 receptor | CHO-K1 hM5, Fluo-8 calcium, ACh EC20 PAM; 0% = ACh EC20, 100% = ACh EC100 | activation, % at 3 µM | 360,000 compounds, 0.3% hits | AID 624038;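 active = activation above the run cutoff, the mean activation of all test compounds plus 3 SD, cut at about 18% in these data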
# Target sequence (P08912 whole entry, looked up): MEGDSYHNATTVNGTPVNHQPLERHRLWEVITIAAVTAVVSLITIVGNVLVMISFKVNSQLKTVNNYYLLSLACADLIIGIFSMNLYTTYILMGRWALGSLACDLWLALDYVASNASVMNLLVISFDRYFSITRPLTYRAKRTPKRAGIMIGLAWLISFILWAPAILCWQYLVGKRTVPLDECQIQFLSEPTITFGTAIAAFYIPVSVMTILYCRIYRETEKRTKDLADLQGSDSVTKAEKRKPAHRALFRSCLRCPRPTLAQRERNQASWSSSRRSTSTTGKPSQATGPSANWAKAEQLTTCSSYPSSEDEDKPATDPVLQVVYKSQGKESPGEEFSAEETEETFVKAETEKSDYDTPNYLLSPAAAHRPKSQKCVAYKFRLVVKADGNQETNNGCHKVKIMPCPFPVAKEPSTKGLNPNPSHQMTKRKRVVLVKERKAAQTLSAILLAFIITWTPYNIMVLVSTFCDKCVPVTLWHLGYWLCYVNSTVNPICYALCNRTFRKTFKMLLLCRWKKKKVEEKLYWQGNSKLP
#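 System – CHO-K1 hM5 cells · Compound – 3 µM, single dose · Incubation – compound preincubation 140 s before EC20 acetylcholine addition · Technique – Fluo-8 calcium fluorescence · Measure – Max/basal fluorescence ratio as % of EC20–EC100 ACh window · Benchmarks – low control EC20 acetylcholine (0%), high control EC100 acetylcholine (100%) · Replication – singlicate, one well per test compound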
# CRFBP-R2 block – antagonists of CRF-binding protein/CRF-R2 receptor complex. inhibition, % at 11.8 µM. 350,000 compounds, 0.59% hits. HEK293 CRF-R2/CRF-BP, CRF-induced calcium fluorescence. AID 588475;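 active = inhibition of the ligand-induced calcium signal above about 50% at the single tested concentration, limit read from the data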
# CHRM5 agonist – agonists of human muscarinic M5 receptor (CHRM5) | P08912 | CHO-K1 hM5 cells, Fluo-8 calcium fluorescence; 0% DMSO wells, 100% maximal acetylcholine response | activation, % at 3 µM | 360,000 compounds, 0.19% hits;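 active = activation above the run's mean over test compounds plus 3 SD, cut at about 23% in these data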;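 also: signal is peak over basal fluorescence ratio across the kinetic read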
# TAAR1 ag – human TAAR1 agonism | Q96RJ0 | CHO RD-HGA16 TAAR1, Fluo-8 calcium fluorescence; vehicle wells 0%, saturating PEA agonist 100% | activation, % at 3 µM | 360,000 compounds, 0.99% hits;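 active = activation above the mean activation of all test compounds in the run plus 3 SD, cut at about 38% in these data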
#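 Test system: RD-HGA16 (CHO) cells co-expressing Gα16 and hTAAR1 / Benchmarks: DMSO vehicle as 0%, PEA at EC100 as 100% / Repeats: no replicates (n 1) / Measure: % activation from peak over basal fluorescence ratio, DMSO-to-PEA scaled / Timing: 17-24 h plating, Fluo-8 75 min 37 °C, 30 min RT / Technique: kinetic Fluo-8 calcium fluorescence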
# M1 PAM parental – counter-screen for M1 PAMs: effect in parental CHO-K1 cells. activation, % at 3 µM. 360,000 compounds, 0.02% hits. ATP EC20, Fluo-8 calcium fluorescence; 0% at ATP EC20, 100% at ATP max;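 active = activation above the run cutoff, the mean activation of all test compounds plus 3 SD, cut at about 40% in these data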;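 also: peak over basal fluorescence ratio in a 140 s read after ATP addition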
# M5 antag – blocks acetylcholine activation of human M5 receptor | CHO-hM5 cells, Fluo-8 calcium fluorescence, ACh EC80 | 360,000 compounds, 0.59% hits | AID 624040 | inhibition, % at 3 µM;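 active = inhibition above a per-plate cutoff, the mean of that plate's test compounds plus 3 SD, cut at about 27% in these data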;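 also: 0% = acetylcholine EC80 with DMSO and 100% = DMSO without agonist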
# TAAR1 antagonist – human TAAR1 antagonism | Q96RJ0 | CHO RD-HGA16 TAAR1, Fluo-8 calcium fluorescence, antagonist | inhibition, % at 3 µM | 360,000 compounds, 1.5% hits | AID 624466;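 active = inhibition above a per-plate cutoff, the mean inhibition of test compounds on that plate plus 3 SD, cut at about 49% in these data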;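 also: 0% = DMSO plus EC80 beta-PEA response and 100% = DMSO alone without agonist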
#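 Material: CHO RD-HGA16 cells bearing hTAAR1; compound dosing: one-point dosing, 3 µM nominal final; schedule: dye loading 75 min at 37 °C, then 30 min room temperature; measured by: calcium fluorescence with Fluo-8; control set: vehicle and agonist controls; replication: n of 1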
# Active calls of the source: *; . = no result given.
SMILES,CRFR2-BP ag,CHRM4 PAM,CHRM5 PAM,CRFBP-R2 block,CHRM5 agonist,TAAR1 ag,M1 PAM parental,M5 antag,TAAR1 antagonist
O=C(CCCNC(=O)c1ccc(Cl)cc1)Nc1ccccc1F,-0.6,2,-5,-3,-2,-1,-4,5,-11
Cc1cccc(C)c1NC(=O)C(c1cc2ccccc2o1)N1CCN(C)CC1 (stereo unspecified),.,11,2,.,-3,2,.,2,-9
O=C(C1CCC(CNc2c(N3CCCC3)c(=O)c2=O)CC1)N1CCc2ccccc21 (stereo unspecified),-3.6,3,4,6,-2,-3,-9,0,-11
O=C(O)c1ccccc1OCCOc1ccccc1C(=O)O,0.2,-4,-1,-14,-2,0,-6,6,16
Cc1ccc(Cc2nnc3n(-c4cccc(C)c4)nc(C(=O)c4ccccc4)n3c2=O)cc1,-0.5,3,2,18,2,2,0,-8,11
O=C(Nc1cccc(Oc2ccccc2)c1)C1Cc2c(-c3ccccc3)ccnc2O1 (stereo unspecified),.,5,-3,.,0,4,7,-1,-24
Nc1nc2ncc(C(=O)c3cc(Cl)cc(Cl)c3O)cc2s1,2.6,5,13,-1,10,1,6,-4,-18
CC1CCN(Cc2ccc(-c3nnn(CC(=O)NC4CCCCC4)n3)cc2)CC1,5.7,-17,-6,-17,-4,6,-23,11,-11
COc1nccc(Nc2ccccc2)c1C#N,-2.4,-2,-1,-5,-4,0,-2,-12,-26
COc1ccc(CCNC(=O)c2cc3c(=O)n4cccc(C)c4nc3n(CCCN3CCOCC3)c2=N)cc1,-1.4,-6,5,8,-5,0,16,1,5
O=c1c(Cc2ccc(F)cc2)c(O)ccn1CCc1ccccn1,-1.4,0,4,3,0,8,-1,7,-4
CCOC(=O)Cn1c(C)c(C#N)c2ccccc21,-0.5,2,5,-4,-7,1,23,0,-10
CNc1snc(C)c1C(=O)OCC(=O)N(C)c1ccccc1,-2.6,1,2,-9,5,7,-14,7,-21
N#C/C(=C(/O)COC(=O)CCc1ccc(S(=O)(=O)N2CCOCC2)cc1)c1nc2ccccc2[nH]1,0.9,-8,-50,-23,1,17,17,-5,38
COc1cccc(-n2nnnc2SCC(=O)c2ccc(NC(C)=O)cc2)c1,1.0,8,2,25,4,2,6,-1,-4
Cc1cc(NC(=O)c2cc([N+](=O)[O-])cc([N+](=O)[O-])c2)n(-c2ccccc2)n1,21,-1,-4,44,0,4,6,4,3
CCCCn1c(SCC(=O)Nc2ccccc2C(F)(F)F)nc2ccsc2c1=O,-0.1,10,1,0,-2,8,-4,-2,-13
COc1ccc(N2CCN(C(CNC(=O)C(=O)NC3CCCC3)c3ccco3)CC2)cc1 (stereo unspecified),-0.5,8,3,-1,1,0,17,0,3
CC1C(=O)N(Cc2cn(CCC3OCCO3)nn2)CCS(=O)(=O)N1Cc1ccc(-c2ccncc2)cc1 (stereo unspecified),-1.1,5,3,-12,0,1,7,-4,-20
CC1CCCC(NC(=O)C2CCC(CNc3c(N4CCCC4)c(=O)c3=O)CC2)C1C (stereo unspecified),-1.9,3,-3,4,1,-1,6,12,0
CCNS(=O)(=O)c1ccc2c3c(cccc13)C(=O)N2,-0.2,0,-3,6,-1,7,9,2,-4
C[C@@H]1CN[C@@H](CCO)/C1=C\c1ccccc1,-1.6,4,-2,-3,0,30,14,0,-7
O=C(NCc1ccccc1)c1cc(C2COCCN2C(=O)OCCF)on1 (stereo unspecified),.,11,-3,.,2,2,5,3,-18
CC12CCC(=O)N1C(C(=O)NCCN1C(=O)S/C(=C\c3ccccc3F)C1=O)CS2 (stereo unspecified),-1.4,-9,-7,13,1,6,8,3,-28
CCCn1nc(NC(=O)c2cccs2)c2cc3cccc(C)c3nc21,0.1,-8,6,0,2,3,16,-3,-25
O=C(Cn1cncn1)NCc1ccccc1Br,-1.8,7,2,20,-1,9,18,1,4
O=C(Nc1cc(S(=O)(=O)N2CCCCC2)ccc1Cl)c1ccc(F)cc1,0.4,-6,-11,9,-1,4,-18,9,-14
COc1ccc(CCNCc2ccccc2N2CCCC2)cc1,1.3,-11,-7,4,-8,11,-2,4,-11
CCOc1ncccc1C(=O)Nc1cc(S(=O)(=O)N2CCOCC2)ccc1OCC(F)(F)F,-1.1,6,4,-11,4,0,-21,-2,-3
O=C1CSc2ccc(C(=O)NCC(c3ccco3)N3CCCCC3)cc2N1 (stereo unspecified),-1.0,-6,5,12,-10,0,26,8,23

# Single records (already shown). Screens in order: CRFR2-BP ag | CHRM4 PAM | CHRM5 PAM | CRFBP-R2 block | CHRM5 agonist | TAAR1 ag | M1 PAM parental | M5 antag | TAAR1 antagonist
# O=C(Cn1cncn1)NCc1ccccc1Br is entered as -1.8 | 7 | 2 | 20 | -1 | 9 | 18 | 1 | 4
# C[C@@H]1CN[C@@H](CCO)/C1=C\c1ccccc1 is entered as -1.6 | 4 | -2 | -3 | 0 | 30 | 14 | 0 | -7
# COc1ccc(CCNCc2ccccc2N2CCCC2)cc1 is entered as 1.3 | -11 | -7 | 4 | -8 | 11 | -2 | 4 | -11
# O=C(NCc1ccccc1)c1cc(C2COCCN2C(=O)OCCF)on1 (stereo unspecified) is entered as . | 11 | -3 | . | 2 | 2 | 5 | 3 | -18
# CCOc1ncccc1C(=O)Nc1cc(S(=O)(=O)N2CCOCC2)ccc1OCC(F)(F)F is entered as -1.1 | 6 | 4 | -11 | 4 | 0 | -21 | -2 | -3

# The listing continues:
SMILES,CRFR2-BP ag,CHRM4 PAM,CHRM5 PAM,CRFBP-R2 block,CHRM5 agonist,TAAR1 ag,M1 PAM parental,M5 antag,TAAR1 antagonist
CCCCOCCCNC(=O)c1ccc(OCC)cc1,-4.8,2,5,-21,-5,3,13,-2,-22
CCCCNC(=O)CS(=O)Cc1nc(-c2ccc(C)cc2)oc1C (stereo unspecified),-4.1,-1,1,-3,-1,-2,9,-2,-13
COc1ccc2c([N+](=O)[O-])c(N3CCCC3)[nH]c2c1,-1.4,-2,0,-13,4,0,2,4,1
Cc1cc(/C=C2\C(=N)N3N=C(c4ccco4)SC3=NC2=O)c(C)n1Cc1ccccc1,45,-21,-10,-31,1,130*,0,1,103*
Cc1ccc(C(=O)N2CC(=O)Nc3ccc(F)cc3C2c2ccc(F)cc2)cc1 (stereo unspecified),-1.2,-11,-12,-9,3,7,-11,11,-2
COc1cccc(S(=O)(=O)N2C[C@H](O)COC[C@H]3O[C@@H](CC(=O)N4CCN(C)CC4)CC[C@@H]32)c1,.,16,2,.,-1,1,.,-3,-14
CC(C)C(c1nnnn1C1CCCC1)N1CCCCC1 (stereo unspecified),-2.9,1,12,18,-5,10,6,-15,-6
CCN(CC)CCn1c(=S)[nH]c2cc(C(=O)NCCc3ccc(OC)c(OC)c3)ccc2c1=O,-1.5,-4,-5,9,-1,1,4,3,3
COC(=O)c1cc(NC(=O)Cn2c(=O)cnc3ccccc32)cc(C(=O)OC)c1,2.6,3,20*,-10,-4,5,11,-7,-14
Cc1ccccc1C(=O)OC(C)CN1CCN(C)CC1 (stereo unspecified),0.9,-10,5,-4,-17,7,20,3,-25
N#Cc1nc(-c2cccs2)oc1NCCN1CCOCC1,0.7,5,-5,-23,-1,-1,2,12,-1
Cc1ccc2c(c1)N(C(=O)CCC(=O)NCCN1CCOCC1)CC(C)O2 (stereo unspecified),1.0,-7,-10,-2,0,2,-9,3,-19
CN(CC(O)COc1ccc(S(=O)(=O)N2CCOCC2)cc1Cl)C1CCCCC1 (stereo unspecified),4.9,-14,6,1,-9,4,22,-4,5
O=[N+]([O-])c1ccc(NN=Cc2cccc(O)c2)nc1,7.5,-2,-7,-40,6,37,9,8,24
CC[C@]12c3[nH]c4ccccc4c3CCN1C(=O)C(CC(=O)NCCCN(C)C)C[C@@H]2C(=O)N1CCN(C(=O)c2ccco2)CC1 (stereo partly specified),1.1,-7,1,7,0,4,-8,-4,-7
CSc1nsc(SCC(=O)Nc2ccc(C(N)=O)cc2)n1,-0.5,4,3,-4,0,2,30,-1,9
CCCn1c2ccccc2c2cnn(CC(=O)N3CCN(C4CCCCC4)CC3)c(=O)c21,0.5,0,-1,-32,-4,.,-6,-4,.
C=CCN(C(=O)CNC(=O)c1ccco1)C(C(=O)NC1CCCCC1)c1cccnc1 (stereo unspecified),0.9,-6,3,-21,-2,3,15,8,-6
CC1(C)NC(=O)N(CCCCOc2ccc3ccccc3c2Cl)C1=O,-1.7,-5,-5,-40,0,6,16,5,10
Cn1c(SCc2ccccc2[N+](=O)[O-])nnc1-c1cccnc1,4.2,-1,5,13,-4,-1,-3,13,-9
CC(=O)N1CCN(c2ccc(NCc3ccco3)cc2)CC1,-1.8,1,1,5,0,4,-14,4,9
COc1ccc(OCC(O)CNC(=O)Nc2ccc(Cl)cc2)cc1 (stereo unspecified),-1.2,3,-7,10,-2,10,10,13,13
CCc1nnc(NC(=O)CSc2nc(-c3ccccc3)cc(-c3ccc(OC)cc3)c2C#N)s1,35,5,6,-39,-3,1,24,-8,2
CC(C)c1ccc(C(=O)N2CCCC(c3cc(C(=O)Nc4ccccc4Cl)no3)C2)cc1 (stereo unspecified),.,0,-1,.,-1,2,12,-8,22
Cc1ccc2cc(CCNC(=O)C(C)C)c(=O)[nH]c2c1,-0.2,4,1,-2,1,2,8,-3,-30
COc1cc(/C=C/c2noc(-c3ccccc3O)n2)cc(OC)c1OC,2.8,1,3,22,-2,5,-13,7,6
c1ccc(C[C@H]2CNCCN2CCc2cccc3ccccc23)cc1,2.8,6,-2,-15,-4,19,15,8,11
O=C(Nc1ccccc1C(=O)O)c1ccc(NC(=O)C2CCCCC2)cc1,1.3,8,6,6,-3,-2,8,-18,-59
Cc1cc(C)nc(SCC(=O)Nc2ccc3c(c2)OCO3)n1,0.7,5,2,6,-4,3,2,-9,-8
O=C(/C=C/c1cccs1)N1CCCCC1,17,4,3,-21,-1,7,17,11,8
COC(=O)c1ccc(Nc2cc(C)nc3ncnn23)cc1,-0.6,0,0,-14,0,-1,17,-2,7
Cc1ccc(S(=O)(=O)c2nc(S(C)(=O)=O)sc2NCc2ccc3c(c2)OCO3)cc1,0.4,4,0,-14,-1,11,14,1,-17
COC1C(C)=C(C)C(=O)N1Cc1ccccc1 (stereo unspecified),0.8,0,9,6,-10,1,-3,-4,-33
Cc1ccc(CC2C(=O)N(c3ccc(F)cc3)C(=O)C2C)cc1 (stereo unspecified),-0.8,2,1,-6,2,0,-1,5,2
O=C(c1cccc(S(=O)(=O)N2CCCc3ccccc32)c1)N1CCN(c2ccccc2)CC1,-3.4,-3,-18,18,-3,0,4,12,-10
Nc1nnc(CSc2ccc(Cl)cc2)s1,-1.6,0,0,17,1,1,17,1,-5
CCOC(=O)CCc1c(C)c(C#N)c2nc3ccccc3n2c1-n1cnc2ccccc21,0.7,9,2,-1,0,13,4,-7,-6

# Compound activity from PubChem BioAssay.
